# From PubChem
# IMPase Li cell: cell-permeable IMPase inhibitors with lithium potentiation. CHO-M1 cells, IP1 TR-FRET (IP-One), carbachol + lithium. Potency, µM (highest dose often 59.4 µM), for the others: at the top dose activity, negative = IMPase inhibition, usual class: inhibitors. 210,000 tested, 0.35% active. AID 1457;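 note: IP1 builds up when IMPase is blocked and the TR-FRET signal falls; potency is the fitted concentration of half-maximal effect; plate controls were basal vehicle for no effect and high inhibitor control for full effect; nearly all actives have a fitted effect of over 50% in size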
#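 Lithium-sensitised IP1 accumulation assay; M1-expressing CHO cells treated 30 min at 37C with compound. Competitive antibody detection by time-resolved FRET followed a 10 min room-temperature lysis step.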
# HTT aggregate: mutant huntingtin aggregation inhibition; PC12 HttQ103-GFP aggregates, Acumen cytometry, 40 h; 220,000 tested, 1.1% active; Potency, µM (top dose mostly 46.1 µM), for inactives: at the highest dose activity change, negative = inhibition, actives largely listed as inhibitors; note: potency is the fitted concentration of half-maximal effect; % is set by controls: 0 for no effect and ±100 for the full control effect; nearly all actives have a fitted effect of over 60% in size
#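 Multiplexed with ATP-based cell death, this channel scores GFP aggregates in PC12 cells expressing inducible HTTex1-Q103-GFP. Induction used 100 nM tebufenozide; compounds were tested in concentration series.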
# NPSR antag: neuropeptide S receptor (human) antagonism, cAMP | CHO-NPSR cells, cAMP TR-FRET, antagonist mode | Potency, µM (series often up to 38.3 µM), for the others: at the top dose activity change, negative = inhibition, most hits filed as inhibitors | 220,000 tested, 1% active | AID 1461; note: potency is the fitted concentration of half-maximal effect; % is set by controls: 0 for no effect and ±100 for the full control effect; nearly all actives have a fitted effect of over 50% in size; many of its hits are not listed in these tables
# Target sequence (Q6W5P4 whole entry, looked up): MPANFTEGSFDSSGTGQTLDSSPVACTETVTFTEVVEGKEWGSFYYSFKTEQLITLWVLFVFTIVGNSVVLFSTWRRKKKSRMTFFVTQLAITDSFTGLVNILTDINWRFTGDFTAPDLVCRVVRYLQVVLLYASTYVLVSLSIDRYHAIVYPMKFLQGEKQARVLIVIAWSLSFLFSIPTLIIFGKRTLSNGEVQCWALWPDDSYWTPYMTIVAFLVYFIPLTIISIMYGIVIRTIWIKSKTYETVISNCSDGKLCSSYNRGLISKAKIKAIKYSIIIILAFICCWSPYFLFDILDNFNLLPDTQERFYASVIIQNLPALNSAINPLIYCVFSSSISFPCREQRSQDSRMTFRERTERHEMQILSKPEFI
# L3MBTL1 inh: inhibitors of human L3MBTL1 | Q9Y468 | AlphaScreen L3MBTL1–H3K9me1 peptide binding | Potency, µM (doses to about 57.1 µM), without a hit: at the highest dose activity, negative = inhibition, actives largely listed as inhibitors | 230,000 tested, 0.66% active | AID 485360; note: potency is the fitted concentration of half-maximal effect; % is set by controls: 0 for no effect and ±100 for the full control effect; nearly all actives have a fitted effect of over 60% in size
#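 First, the protein-peptide complex forms for 30 min at room temperature (L3MBTL1 50 nM, biotinylated H3K9me1 peptide 75 nM). Next, compounds are pin-transferred and incubated 30 min. Finally, AlphaScreen beads are added and read after 30 min.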
# Epigenetic derep: epigenetic control regulation, reporter derepression; murine LDR cells, GFP reporter derepression, 30 h; Potency, µM (top dose mostly 53.9 µM), inactives show top-dose GFP activation, usual class: activators; 280,000 tested, 0.2% active; AID 1865; note: potency is the fitted concentration of half-maximal effect; % of control where 0% means no effect; nearly all actives have a fitted effect of over 60% in size
#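 In this reporter-derepression format, murine cells bearing a silenced integrated CMV-GFP locus incubate with test compound (30 h, 37 C), then are washed and imaged; fluorescent objects of 20–120 um count as induced cells.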
# CBFb RUNX1 block: blocks binding between human CBF-beta and RUNX1 | 230,000 tested, under 10 active | Q01196+Q13951 | AlphaScreen CBFb-His/RUNX1-biotin binding, biochemical | Potency, µM (titrated, usually from 59.8 µM), for the others: at the top dose activity, negative = inhibition, most hits filed as inhibitors | AID 1477; note: % of control where 0% means no effect
# Target sequence (Q01196 whole entry, looked up): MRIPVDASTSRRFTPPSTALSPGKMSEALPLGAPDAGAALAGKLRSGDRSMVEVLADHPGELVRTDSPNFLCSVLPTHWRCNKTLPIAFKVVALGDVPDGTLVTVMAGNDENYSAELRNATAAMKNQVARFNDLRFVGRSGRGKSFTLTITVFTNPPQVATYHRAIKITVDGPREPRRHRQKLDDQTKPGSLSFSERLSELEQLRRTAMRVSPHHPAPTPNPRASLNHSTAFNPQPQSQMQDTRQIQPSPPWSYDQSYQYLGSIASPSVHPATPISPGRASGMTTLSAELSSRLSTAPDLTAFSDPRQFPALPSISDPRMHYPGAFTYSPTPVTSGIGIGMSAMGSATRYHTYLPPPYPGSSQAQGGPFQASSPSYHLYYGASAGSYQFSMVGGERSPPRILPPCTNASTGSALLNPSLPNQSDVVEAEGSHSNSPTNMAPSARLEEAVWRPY
# Target sequence (Q13951 whole entry, looked up): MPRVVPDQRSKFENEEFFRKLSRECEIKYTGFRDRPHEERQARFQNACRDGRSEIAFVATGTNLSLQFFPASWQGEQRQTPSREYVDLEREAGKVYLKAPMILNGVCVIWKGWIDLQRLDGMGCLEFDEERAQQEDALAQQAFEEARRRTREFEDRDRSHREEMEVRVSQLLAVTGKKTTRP
#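 Room-temperature protein-protein interaction test with 30 nM each of His-tagged CBF-beta and biotinylated RUNX1, 15 min with compound, then 90 min with nickel plus streptavidin beads. Signal read in AlphaScreen mode.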
# Luc counter: blocks Kinase-Glo luciferase, a counter-screen artifact. Q27757. Kinase-Glo luciferase, ATP luminescence, 8 min. Potency, µM (doses to about 38.3 µM), inactives show top-dose activity change, negative = inhibition, actives largely listed as inhibitors. 200,000 tested, 0.28% active. AID 1379; note: potency is the fitted concentration of half-maximal effect; % is set by controls: 0 for no effect and ±100 for the full control effect; nearly all actives have a fitted effect of over 60% in size
#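 Inhibition of Kinase-Glo luciferase light generation was assessed at 10 uM ATP in pH 7.2 imidazole buffer, with luminescence measured after eight minutes at ambient temperature.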
# Starred values were filed as active, the others as inactive; ? = inconclusive; . = not tested or not shown; [ ] = remark or other dose. Calls come from the whole dose curve; as a rule, active = well fitted curve in the direction sought with a large enough effect; inconclusive = small, poorly fitted or top-dose-only effect, or another doubt; inactive = no such curve, though single readings can be large; an effect the other way counts as inactive or inconclusive. The list is partial; rates above refer to the full screens.
SMILES,IMPase Li cell,HTT aggregate,NPSR antag,L3MBTL1 inh,Epigenetic derep,CBFb RUNX1 block,Luc counter
O=C1CCC(=O)N1c1ccc(S(=O)(=O)N2CCCC2)cc1,-4%,3%,2%,4%,0.8%,6%,0%
CSc1ncccc1C(=O)OCc1ccc(C#N)cc1,37%[activator][38.3 µM],-15%[9.22 µM],4%[46.1 µM],.,4.1%,3%,7%
COC(=O)c1cc(C(=O)Nc2ccc(Cl)cn2)cc([N+](=O)[O-])c1,-2%,-4%,-7%,.,-1.1%,-8%,-1%
CCc1c(C)sc(NC(=O)c2cnn3cccnc23)c1C#N,21%[38.3 µM],-14%,-3%[46.1 µM],2%,0.0%,-1%,-1%
COC(=O)NC1CCS(=O)(=O)C1 (stereo unspecified),1%,-12%,-2%[46.1 µM],6%,-1.6%,-2%,1%
COc1cccc(C(=O)NC2CCN(C(=O)N3c4ccccc4Sc4ccccc43)CC2)c1,15%[38.3 µM],?,?,-1%,0.6%,-11%,4%
Cc1oc(-c2ccc(Cl)cc2)nc1CSCC(=O)NCCCN1CCOCC1,0%[38.3 µM],-1%,-4%[46.1 µM],-2%,-0.3%,10%,-7%
Cn1c(=O)oc2cc(S(=O)(=O)NCc3ccccn3)ccc21,?,5%,-4%[46.1 µM],.,0.0%,4%,3%
CCOC(=O)C1C(=O)CC(C)(O)C(C(=O)OCC)C1c1cc(Br)ccc1OC (stereo unspecified),19%[38.3 µM],7%,-14%[46.1 µM],-14%[11.4 µM],-2.1%,8%,-2%
O=C(O)CCC(=O)NNC(=O)COc1ccc2ccccc2c1Br,-27%,8%[9.22 µM],-58%,-3%,1.5%,5%,1%
O=C(Nc1ccc(N2CCN(Cc3ccccc3F)CC2)cc1)c1ccccc1[N+](=O)[O-],14%,1%[9.22 µM],14%,-11%,-1.4%,-12%,0%
CCCCCCn1c(NCC)nc2c1c(=O)[nH]c(=O)n2C,21%[38.3 µM],?,-17%[46.1 µM],.,-1.9%,0%,0%
COc1ccccc1NS(=O)(=O)c1cccc(C(=O)NN=C2CCCCCC2)c1,4%,-10%,11%,4%,0.0%,-1%,-1%
CC(C)OCCCNC(=O)c1sc(=S)n(C)c1N,11%[38.3 µM],18%,4%[46.1 µM],1%,-0.8%,2%,1%
Cc1nnc(N/N=C/c2ccc([N+](=O)[O-])cc2)n1N,9%,?,-27%,?,0.5%,10%,3%
Cc1ccnc(NC(=O)c2ccc([N+](=O)[O-])o2)c1,6%[38.3 µM],2%,-1%[46.1 µM],-8%,-0.2%,2%,-1%
COc1ccccc1CNCc1cc(Br)ccc1OC,6%,5%,-1%,.,9.7%,-2%,-3%
N#C/C(=C\c1ccc(Br)s1)C(=O)N1CCN(c2ccccc2)CC1,4%,16%,-2%,-8%,-1.9%,-2%,-1%
Cc1cccc(Nc2nc(CC(=O)O)cs2)c1,1%,-20%,25%,11%,-1.1%,-4%,2%
O=c1c2[nH]c3ccc(F)cc3c2ncn1C1CCCCC1,-19%[38.3 µM],-4%,-1%[46.1 µM],6%,0.8%,0%,-2%
O=C1C(C=Nc2ccccc2O)=C(O)c2ccccc21,1%[38.3 µM],?,-28%[46.1 µM],-7%,-1.1%,-5%,10µM*
CCOC(=O)c1c(C)[nH]c(C)c1C(=O)COC(=O)c1ccccc1O,.,-17%,-12%[46.1 µM],-2%,-0.9%,-5%,.
CCC(=O)Nc1c(C(=O)N2CCN(c3ccccn3)CC2)cnn1-c1ccc(Cl)cc1,0%,12%,13%,1%,-1.9%,0%,-3%
N#Cc1ccccc1OCCCNC1CCCC1,9%,29%,11%,7%,-3.6%,-6%,-2%
CC1(OC(=O)C2CCCC2)C(=O)C=C2C=C(c3ccsc3)N(C3CC3)C=C2C1=O (stereo unspecified),4%,-33%[9.22 µM],-1%,.,1.6%,7%[13.1 µM],-6%[7.66 µM]

# Going on with the list.
SMILES,IMPase Li cell,HTT aggregate,NPSR antag,L3MBTL1 inh,Epigenetic derep,CBFb RUNX1 block,Luc counter
CCOc1ncccc1C(=O)N(CC)CC(=O)Nc1ccc(NC(C)=O)cc1,-4%,-3%,13%,6%,0.9%,0%,-2%
COc1ccc(C(=O)N2CCC(n3nnc4cc(F)ccc43)CC2)cc1OC,0%,9%[9.22 µM],7%,-7%,-4.2%,3%,2%
CCOc1ccc(NC(=S)Nc2ccc(OCc3ccccc3)cc2)cc1,-10%,-5%,21%,-19%,0.0%,-1%,-4%
O=C(CSc1nnc(Cc2ccccc2)n1Cc1ccccc1)NCc1ccco1,1%,2%,-21%[46.1 µM],-9%,0.7%,-5%,2%
Cc1ccc(NC2CCCCC2NS(=O)(=O)c2ccc(Cl)cc2)cc1 (stereo unspecified),2%,10%,17%,6%,0.0%,-2%,-1%
c1ccc(-c2csc(Nc3ccc4c(c3)OCCO4)n2)cc1,-3%[38.3 µM],-8%,-4%[46.1 µM],.,-0.7%,-11%,-12%
O=C(c1ccccc1)N1CCN(C(=O)c2ccccc2Br)CC1,-4%[38.3 µM],-21%,-2%[46.1 µM],-3%,-1.8%,-1%,-7%
COc1ccc(C2CC(c3ccccc3)=NN2C(=O)CN2CCN(Cc3ccccc3)CC2)cc1 (stereo unspecified),14%,?,-37%,-16%,-2.2%,-3%,-1%
CCOc1ccccc1NC(=O)C1CCC(CNc2c(N3CCCCC3)c(=O)c2=O)CC1 (stereo unspecified),.,-16%[9.22 µM],5%,.,1.0%,3%,.
CN(CCC1CCOCC1)C(=O)CC1C(=O)NCCN1C/C=C/c1ccccc1 (stereo unspecified),3%,-1%[9.22 µM],-5%,-5%,1.1%,2%,-6%
O=C(COC(=O)CCC1CCCC1)Nc1ccccc1Sc1ccccc1,-6%,4%,19%,59%[activator],0.0%,?,1%
CCOC(=O)c1ccc(CSc2nnc(N)s2)cc1,2%[38.3 µM],?,-6%[46.1 µM],9%,3.2%,5%,-1%
O=C(N/N=C/c1ccc(O)cc1)c1[nH]c2ccc(Br)cc2c1-c1ccccc1,3%,-10%,7%,-9%,1.6%,-2%,0%
COc1ccc(CNC(=O)COC(=O)/C=C/c2cccc(Br)c2)cc1,-2%,18%,5%,0%,-2.2%,5%,0%
O=C(NCc1ccc(F)cc1)C1CCC(=O)N1CCc1ccccc1 (stereo unspecified),12%[38.3 µM],4%,7%[46.1 µM],2%,1.7%,6%,3%
O=C(/C=C/c1cccc([N+](=O)[O-])c1)NCCN1C(=O)S/C(=C\c2ccc(F)cc2)C1=O,9%,-7%,1%,0%,-2.5%,8%,11%
COc1ccc(N2CC(C(=O)N/N=C/c3ccc([N+](=O)[O-])cc3)CC2=O)cc1 (stereo unspecified),1%,-5%,3%,14%,6.9%,-28%,3%
O=C(NCc1ccco1)c1cccc(F)c1,-4%[38.3 µM],4%,-6%[46.1 µM],.,0.0%,2%,2%
COc1cccc(OC)c1C(=O)NC(=S)Nc1ccc2oc(-c3ccncc3)nc2c1,8%,-16%,-1%,10%,2.6%,6%,-1%
COC(=O)CSc1n[nH]c(-c2cccnc2)n1,13%[38.3 µM],-17%,-16%[46.1 µM],.,2.9%,2%,-1%
O=C(OC[C@@H]1O[C@@](O)(COC(=O)c2cccnc2)[C@H](OC(=O)c2cccnc2)[C@H]1OC(=O)c1cccnc1)c1cccnc1,0%,19%,.,.,-1.5%,-17%,3%[39.9 µM]
Cc1onc(-c2c(F)cccc2Cl)c1C(=O)OCC(=O)c1c[nH]c2ccccc12,.,-30%[9.22 µM],-42%,.,0.0%,11%,.
CCc1ccc(C(=O)NNc2ccc(C)c(Cl)c2)cc1,.,6%[9.22 µM],-3%[7.67 µM],-1%,-1.4%,8%,.
O=Cc1ccc(-c2cccc([N+](=O)[O-])c2)o1,.,31%[9.22 µM],56%,10%,-1.2%,1%,.
CCc1c(O)nc(SCC(=O)Nc2ccccc2)n(-c2ccccc2)c1=O,.,-4%,-8%[46.1 µM],-3%,-5.3%,0%,.

# Going on with the list.
SMILES,IMPase Li cell,HTT aggregate,NPSR antag,L3MBTL1 inh,Epigenetic derep,CBFb RUNX1 block,Luc counter
CC(=O)Nc1ccc(S(=O)(=O)NNC(=O)COc2ccc(C)cc2)cc1,-7%,18%,12%,?,1.1%,-1%,1%
Cc1c(NC(=O)c2cc(-c3ccc4c(c3)OCO4)on2)c(=O)n(-c2ccccc2)n1C,27%[38.3 µM],1%,-4%[46.1 µM],.,-1.1%,3%,6%
Cn1c(SCc2ccccc2)nnc1-c1cnccn1,-11%[38.3 µM],16%,-2%[46.1 µM],-9%,-1.2%,1%,-2%
CC(=O)OCC1C2CC[C@H]3C(OCc4ccc(F)cc4C(F)(F)F)OC[C@]4(C)[C@H]3C2=C(CN4C(=O)OC(C)(C)C)[C@H](C)C1COC(C)=O (stereo partly specified),-4%,.,.,.,-1.2%,10%,-1%
C=CCOc1ccccc1CN1CCCC(CCC(=O)N(C)CCc2ccccn2)C1 (stereo unspecified),15%,5%[9.22 µM],-15%,-6%,-0.1%,8%,.
CSc1nc(C)c(CCOC(=O)c2ccccc2)c(=O)[nH]1,-15%[38.3 µM],-5%,-6%[46.1 µM],-1%,-0.4%,3%,-5%
O=C(Nc1ccccc1Oc1ccccc1)c1ccc(Br)o1,25%[38.3 µM],14%,-28%[46.1 µM],.,0.0%,9%,-1%
CCN(CC)S(=O)(=O)c1cc(NC(=O)NCCCl)ccc1C,.,-9%[9.22 µM],-9%,-1%,0.0%,5%,.
Cc1nccc(-c2ccc(-n3c(C)ccc3C)cc2)n1,2%,22%,-7%,1%,3.3%,2%,0%
Cc1nc(N2CCC(C)CC2)c2nnn(Cc3ccccc3)c2n1,14%,-10%,?,31%[activator],0.8%,24%,1%
COc1ccc(-c2cnn3c4c(c(C)nc23)CCN4C(C)C)cc1OC,-19%,16%,5%[46.1 µM],8%,-0.9%,13%,0%
Cc1cccc(-n2ncc3c(N4CCCC4)ncnc32)c1,4%,14%,-7%[46.1 µM],4%,1.0%,6%,-7%
COc1ccc(-c2nnc(SCc3c(C)noc3C)n2N)cc1OC,-11%[38.3 µM],-12%,-17%[46.1 µM],0%,-4.6%,2%,1%

# 5 entries from above, with two lines to a compound:
# Results follow in this order: IMPase Li cell, HTT aggregate, NPSR antag, L3MBTL1 inh, Epigenetic derep, CBFb RUNX1 block, Luc counter
- Cc1nc(N2CCC(C)CC2)c2nnn(Cc3ccccc3)c2n1
 : 14%, -10%, ?, 31%[activator], 0.8%, 24%, 1%
- Cc1cccc(-n2ncc3c(N4CCCC4)ncnc32)c1
 : 4%, 14%, -7%[46.1 µM], 4%, 1.0%, 6%, -7%
- C=CCOc1ccccc1CN1CCCC(CCC(=O)N(C)CCc2ccccn2)C1 (stereo unspecified)
 : 15%, 5%[9.22 µM], -15%, -6%, -0.1%, 8%, .
- Cc1c(NC(=O)c2cc(-c3ccc4c(c3)OCO4)on2)c(=O)n(-c2ccccc2)n1C
 : 27%[38.3 µM], 1%, -4%[46.1 µM], ., -1.1%, 3%, 6%
- Cc1nccc(-c2ccc(-n3c(C)ccc3C)cc2)n1
 : 2%, 22%, -7%, 1%, 3.3%, 2%, 0%
